# Source: PubChem
# Pf growth 96h: Primary qHTS for delayed death inhibitors of the malarial parasite plastid, 96 hour incubation; AID 504834, 2011; 320,000 compounds, 6.9% hits; Potency, µM (top dose mostly 28.7 µM), without a hit: top-dose activity change, negative = inhibition, actives largely listed as inhibitors; P. falciparum luciferase reporter growth, 96 h; also: potency is read from the fitted curve at half-maximal effect; % is scaled to controls: 0 for no effect and ±100 for the full control effect
#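 Parasite growth measured via integrated firefly luciferase reporter in P. falciparum. Infected erythrocytes at 2% hematocrit, 0.05% parasitemia final were treated 96 hours at 37 C under 5% CO2, and luminescence was read.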
# Shiga inhibitor: A qHTS for Small Molecule Inhibitors of Shiga Toxin. Vero cells, Shiga toxin protein synthesis inhibition reporter. inhibition, % at 38.7 µM. AID 2315, 2010. 290,000 compounds, 9.2% hits; in the data active = inhibition mostly above about 28%, no sharp cut-off; inactive = mostly below about 43%; also: 0% is about no effect
# HCV inhibitor: qHTS Assay for Inhibitors of Hepatitis C Virus (HCV) | Huh7.5.1 HCVcc-Cre infection, luciferase reporter, 44 h | Potency, µM (series often up to 41.8 µM), without a hit: top-dose activity change, negative = inhibition, actives largely listed as inhibitors | 340,000 compounds, 3.4% hits | AID 651820, 2012; also: potency is read from the fitted curve at half-maximal effect; % is scaled to controls: 0 for no effect and ±100 for the full control effect
#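 Cells seeded at 1,000/well and cultured 4 h, then compounds added followed by HCVcc-Cre virus (~0.5 moi). After 44 h further culture, luciferase substrate was added, plates held 15 min at room temperature, and luminescence read for 15 sec.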
# Pf growth 48h: Primary qHTS for delayed death inhibitors of the malarial parasite plastid, 48 hour incubation; P. falciparum luciferase growth in erythrocytes, 48 h; Potency, µM (highest dose often 28.7 µM), for inactives: at the highest dose activity change, negative = inhibition, usual class: inhibitors; 310,000 compounds, 5.9% hits; AID 504832, 2011; also: potency is read from the fitted curve at half-maximal effect; % is scaled to controls: 0 for no effect and ±100 for the full control effect
#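 Firefly luciferase activity from engineered P. falciparum reports growth; inhibitors lower the luminescent signal. Cultures contained 2% hematocrit erythrocytes at 0.1% final parasitemia.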
# CHX counter: Cycloheximide Counterscreen for Small Molecule Inhibitors of Shiga Toxin. cell reporter, cycloheximide protein synthesis inhibition counterscreen. 300,000 compounds, 12% hits. max response, %; in the data active = max response mostly above about 13%, no sharp cut-off; inactive = mostly below about 14%; also: read at 38.3 µM for the half of the compounds with a filed dose; 0% is about no effect
# Giardia FBPA inh: qHTS Assay for Inhibitors of Fructose-1,6-bisphosphate Aldolase from Giardia Lamblia; 290,000 compounds, 0.71% hits; Potency, µM (highest dose often 59.6 µM), inactives show at the highest dose activity, negative = inhibition, usual class: inhibitors; purified Giardia FBPA; A8B2U2; AID 2451, 2010; also: potency is read from the fitted curve at half-maximal effect; % is scaled to controls: 0 for no effect and ±100 for the full control effect; nearly all actives have a fitted effect of over 55% in size
# Target sequence (A8B2U2 whole entry, looked up): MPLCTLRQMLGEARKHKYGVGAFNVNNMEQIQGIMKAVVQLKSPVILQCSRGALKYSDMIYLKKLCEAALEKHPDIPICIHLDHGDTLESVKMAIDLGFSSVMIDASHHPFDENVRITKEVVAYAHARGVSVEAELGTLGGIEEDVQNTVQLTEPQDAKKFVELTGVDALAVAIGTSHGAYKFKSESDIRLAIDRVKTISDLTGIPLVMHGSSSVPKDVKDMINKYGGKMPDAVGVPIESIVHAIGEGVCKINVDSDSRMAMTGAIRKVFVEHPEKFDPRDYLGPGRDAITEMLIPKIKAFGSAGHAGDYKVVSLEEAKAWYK
#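 40 nM FBPA preincubated 10 min at RT with compound (up to 57.5 uM final), then substrate plus GAPDH/TPI/NAD/arsenate coupling and diaphorase/resazurin added. Fluorescence read after 20 min at RT, 525/598 nm.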
# * hit, by the source's call; ? = inconclusive; · = not tested or not shown; & = joins results of further samples; [ ] = dose if it differs, or a comment. Unless noted, calls follow the shape of the dose curve; as a rule, active = well fitted curve in the direction sought with a large enough effect; inconclusive = small, poorly fitted or top-dose-only effect, or another doubt; inactive = no such curve, though single readings can be large; an effect the other way counts as inactive or inconclusive.
cpd	structure	Pf growth 96h	Shiga inhibitor	HCV inhibitor	Pf growth 48h	CHX counter	Giardia FBPA inh
1	CCCCC(CCC(=O)NNC(=O)Cc1ccccc1)C(=O)O (stereo not drawn)	?	-1.9	18.9%	9.2%	-2.4	7.1%
2	O=C(/C=C/c1ccc[nH]1)c1ccc(F)cc1	?	72.1*	-7.1%	9.9%	31.9*	-10.1%
3	COc1ccc(NC(=O)CS(=O)CC(=O)NC2CCCc3ccccc32)cc1 (stereo not drawn)	?	1.4	-4.6%	4.9%	-3.7	12.3%
4	CCOC(=O)C1CCN(S(=O)(=O)c2ccc(Br)c(OCC)c2)CC1	4.65µM*	5.1	7.5%	4.8%	-3.2	1.6%
5	COC(=O)c1ccccc1S(=O)(=O)N1CCC(C(=O)NC2CCCCC2C)CC1 (stereo not drawn)	?	·	-2.0%	-24.7%	·	·
6	Cc1ccccc1NC(=O)CN1C(=O)NC(C)(c2ccc3c(c2)OCO3)C1=O (stereo not drawn)	·	-7.4	7.2%	-3.1%	-0.4	-1.2%
7	CCOC(=O)c1ccc(NC(=O)CSc2nnc(CNc3ccc(OC)cc3)n2C)cc1	2.2%[5.75 µM]	-1.6	2.8%	6.57µM*	12.6	?
8	CCCCNC(=O)Nc1cc(C)on1	46.3%[activator]	13.2	3.9%	·	11.8	2.4%
9	Cc1ccc(NC(=O)COc2ccc(Cl)cc2Cl)cc1S(=O)(=O)N1CCOCC1	?	·	?	?	·	·
10	COc1cc(NC(=O)CN2C(=O)c3ccccc3S2(=O)=O)cc(OC)c1	3.5%	·	-21.5%	8.9%	·	·
11	C/C=C/Cn1c(N2CCCCCC2)nc2c1c(=O)[nH]c(=O)n2C	?	21.8	-3.8%	?	-4.0	2.1%
12	O=C(c1cccc([N+](=O)[O-])c1)c1ccccn1	37.0%[activator]	4.8	3.1%	43.8%[activator]	1.3	8.7%
13	Cc1c(NS(=O)(=O)c2cccc(C(=O)NCc3ccncc3)c2)c(=O)n(-c2ccccc2)n1C	·	-10.8	7.7%	3.1%	-3.5	4.8%
14	COCCCN=C1NN=C(c2cc(C)n(Cc3ccco3)c2C)CS1	17.9%	127.1*	-2.9%	51.5%[activator]	40.1*	-6.2%
15	O=[N+]([O-])c1ccccc1/C=N/N1CCN(Cc2ccccc2)CC1	?	·	11.0%	-8.2%	45.3*	5.0%
16	O=C(Nc1ccc(N2CCOCC2)cc1)Nc1ccc2nc(-c3ccco3)c(-c3ccco3)nc2c1	2.3%	0.8	6.31µM*	?	3.5	?
17	CC(C)(C)c1cc(C(=O)NNc2cccc(Cl)c2)n(Cc2ccccc2)n1	?	45.6*	-23.8%	?	19.6*	-7.0%
18	CCOC(=O)c1cc2cc([N+](=O)[O-])ccc2oc1=O	15.2%	-14.3	3.8%	12.1%	0.7	4.1%
19	Cc1cc(C)cc(NCCC#N)c1	60.9%&33.7%[activator]	33.3&-1.5	15.0%&0.0%	37.8%&43.6%[activator]	-2.0&0.9	4.0%&1.5%
20	Cc1nc(N)sc1-c1csc(Nc2ccc(Cl)cn2)n1	9.3%	47.6*	8.91µM*	-83.2%	23.9*	?
21	COc1ccc(C(=O)NCC(=O)OCC(=O)Nc2ncc(Cl)cc2Cl)cc1[N+](=O)[O-]	?	·	-4.5%	-3.1%	·	·
22	O=C(c1ccccc1Cl)N1CCCC(c2nc3c(nnn3Cc3ccccc3)c(=O)[nH]2)C1 (stereo not drawn)	0.7%	-8.1	19.0%	·	-2.6	3.0%
23	CCN(CC)S(=O)(=O)c1cccc(NC(=O)CN2C(=O)NC3(CCOc4ccccc43)C2=O)c1 (stereo not drawn)	?	·	-5.0%	-12.3%	·	·
24	O=C(/C=C/c1ccc(Cl)cc1)N1CCN(c2ccc(Cl)cc2[N+](=O)[O-])CC1	?	7.6	-2.4%	7.2%	4.2	-1.5%
25	c1ccc(N=P(c2nc3ccccc3o2)(N2CCOCC2)N2CCOCC2)cc1	23.7%	33.2*	-0.4%&14.6%	40.9%[activator]	23.3*	0.7%
26	COc1ccc(Cl)cc1S(=O)(=O)N1CCN=C1C	?	-9.0	12.2%	·	-10.4	-1.7%
27	CCC1(C)N=C(c2ccc3c(c2)OCO3)CC(c2ccccc2O)N1 (stereo not drawn)	·	65.9*	?	4.65µM*	44.3*	-9.2%
28	Cc1ccc(-c2nc(NCCN3CCOCC3)c3ccccc3n2)cc1	4.15µM*	-5.9	-55.5%	·	0.8	2.2%
29	CCOC(=O)N1CCN(C(=S)NC(=O)c2nn(C)cc2Br)CC1	28.4%	30.2	9.9%	8.3%	-6.0	-16.7%
30	Cc1ccc(Oc2nc(CN3CCOCC3)nc3sc4c(c23)CCC(C)C4)cc1 (stereo not drawn)	?	22.1	?	?	-1.0	0.4%
31	O=C(Cc1ccc(S(=O)(=O)N2CCOCC2)s1)Nc1nc2c(s1)CCCC2	9.28µM*	3.2	?	?	9.4	15.8µM*
32	CC(C)OC(=O)CN1CCN(C2c3ccccc3-c3ccccc32)CC1	3.5%	-12.9	4.1%	2.1%	-1.9	12.6%
33	COc1ccc2nc(N3CCCCC3)c(/C=C3\SC(=S)NC3=O)cc2c1	3.6%	-7.5	-3.3%	-8.1%	-1.4	11.6%
34	Cc1ccc(C(CNS(=O)(=O)c2ccccc2)N2CCN(C)CC2)cc1 (stereo not drawn)	9.8%	·	-14.5%	?	·	·
35	COc1ccccc1NC(=O)N1C[C@@H]2C[C@@H](C1)c1cccc(=O)n1C2	70.3%[activator]	-0.4	1µM*	26.4%	-3.6	11.9%
36	COc1ccc(C(=O)Nc2ccc3c(c2)nc2n3CCSC2)cc1	56.4%[activator]	86.0*	?	?	44.7*	-11.4%
37	COc1ccc(Cl)cc1C(=O)CSc1nnnn1C1CCCCC1	10.4%	15.6	?	-23.6%	1.9	11.2%
38	CN1CCCC(OC(=O)c2ccc(S(=O)(=O)N(C)C)cc2)C1 (stereo not drawn)	37.6%[activator]	11.9	13.6%	-20.3%[0.00184 µM]	-1.6	-9.1%
39	CCCN1CCC(NC(=O)Cc2ccc(C)cc2)CC1	?	-3.2	-0.4%	15.5%	-2.4	3.2%
40	CCCN1C(=O)c2cc(C(=O)Nc3ccccc3CC)ccc2C1O (stereo not drawn)	10.4µM*	-6.2	-12.1%	·	-5.2	3.4%
41	COc1ccc(CCNC(=O)C(=O)NCC2OCCN2S(=O)(=O)c2ccc(Cl)cc2)cc1 (stereo not drawn)	-6.8%	-6.5	11.2µM*	2.3%	-2.9	1.8%
42	c1ccc(COc2ccc(OCCN3CCCC3)cc2)cc1	-20.1%	69.2*	-24.2%	76.3%[activator]	50.2*	-9.5%
43	COc1cccc(CNC(=O)c2ccc(NC(=O)CC3SC(N4CCCC4)=NC3=O)cc2)c1 (stereo not drawn)	?	·	27.0%	?	·	·
44	COc1ccc(CCNC(=O)C2CCC(=O)N(C3CC3)C2)c(OC)c1 (stereo not drawn)	?	-3.7	-10.2%	12.2%	-1.7	-3.6%
45	COc1ccc(-c2csc(NC(=S)NC(=O)c3cc4ccccc4o3)n2)cc1Br	?	17.7	-8.8%	17.1%	14.2*	-29.6%
46	CN1CCN(CCCN(Cc2ccco2)C(=S)Nc2ccc(Cl)cc2)CC1	?	5.2	-2.4%	-3.8%	6.0	5.6%
47	COc1ccc(-n2c(C)nc3sc4c(c3c2=O)CCCC4)cc1	9.2%	-18.7	·	-4.9%	11.5	5.0%
48	Cc1ccc(CSCc2ccc(C(=O)NCCCN3CCOCC3)o2)cc1	-19.6%	9.3	-20.7%	54.0%[activator]	15.7*	3.8%
49	CC(=O)Nc1ccc2nc(NC(=O)CN3CCOCC3)sc2c1	-3.1%	56.0	7.0%	-4.6%	19.1	?
50	COc1cccc(NC(=O)CN(C)C(=O)C2=COCCO2)c1	20.9%	·	22.1%	?	·	·

# Overlap with the part before: 2 entries, followed by the next part.
cpd	structure	Pf growth 96h	Shiga inhibitor	HCV inhibitor	Pf growth 48h	CHX counter	Giardia FBPA inh
49	CC(=O)Nc1ccc2nc(NC(=O)CN3CCOCC3)sc2c1	-3.1%	56.0	7.0%	-4.6%	19.1	?
50	COc1cccc(NC(=O)CN(C)C(=O)C2=COCCO2)c1	20.9%	·	22.1%	?	·	·
51	CC1(C)Cc2nc3sc4c(=O)[nH]cnc4c3cc2CS1	-11.6%	14.7	-9.8%	14.9%	10.4*	4.3%
52	COc1ccc(-n2c(CCC(=O)O)ccc2-c2ccccc2)cc1	34.0%[activator]	17.5	4.5%	17.5%	8.0	21.4%
53	O=C(COC(=O)Cc1ccsc1)NC(c1ccccc1)c1ccccc1	20.1%	9.3	16.9%	-7.6%	-4.4	-9.2%
54	O=C(COc1ccc(Br)cc1)N1CCNC1=O	12.1%	37.0	12.3%	39.2%[activator]	14.0	·
55	Cc1ccc(-c2nnc(N(C)C(=O)c3cccnc3)s2)cn1	0.6%[5.75 µM]	15.9	-9.0%	32.4%[activator]	10.5	-0.2%
56	CCOC(=O)CN/C=C(\C#N)c1ccccc1	12.0%	-57.1	13.6%	-18.1%	8.2	-3.3%
57	CCOc1cc(N2CCOCC2)c(OCC)cc1NC(=O)Cc1ccccc1	?	18.1	1.1%	?	1.0	-13.0%
58	CN(C)c1nc(SCc2ccccc2)nc(N2CCOCC2)n1	3.4%	-11.3	?	?	9.7	1.8%
59	COc1ccc2c(c1)O[C@H](c1ccc3c(c1)OCO3)[C@@H](OC(=O)Nc1cc(OC)c(OC)c(OC)c1)C2=O	?	-12.6	7.8%[8.37 µM]	?	-3.7	-8.2%&-15.3%
60	O=S1(=O)c2ccccc2N=NN1Cc1ccc(Cl)cc1	·	18.9	-20.1%	10.6%	4.0	-17.9%
61	O=[N+]([O-])c1ccc(-c2nc(NCC3CCCO3)c3ccccc3n2)cc1 (stereo not drawn)	?	3.4	?	?	-2.1	-7.6%
62	O=C(Nc1cc([N+](=O)[O-])ccc1O)NC1CCS(=O)(=O)C1 (stereo not drawn)	67.4%[activator]	·	10.2%	-3.8%	·	·
63	CC12c3ccccc3C(c3ccccc31)C1C(=O)N(c3cccnc3)C(=O)C12 (stereo not drawn)	-0.2%	7.2	1.1%	-11.9%	-2.2	-1.6%
64	COc1ccccc1NS(=O)(=O)c1cc(C(=O)NCc2cccnc2)ccc1C	?	·	?	-16.3%	·	·
65	O=C(NC1CCCCC1)c1ccccc1-c1ccccc1	?	-2.7	30.9%[activator]	7.5%	1.0	3.0%
66	CC(C)NS(=O)(=O)c1ccc(NC(=O)C(C)OC(=O)CCCOc2ccccc2)cc1 (stereo not drawn)	23.3%	·	-2.2%	-4.4%	·	·
67	N/C(COc1cccc(C(F)(F)F)c1)=N\NC(=O)c1cccnc1Oc1ccccc1	55.8%[activator]	15.1	-4.3%	41.7%[activator]	1.1	23.9%
68	CCN1CCCC1CNC1=NCCCCC1 (stereo not drawn)	23.5%	-3.2	4.2%	27.7%	-4.0	-9.5%
69	Cc1cc(C(=O)N/N=C/c2ccc(-c3cccc([N+](=O)[O-])c3)o2)n[nH]1	?	-6.8	-6.5%	-3.6%	-1.7	8.2%
70	Cc1ccc(Cn2c(=N)n(CC(=O)c3ccc([N+](=O)[O-])cc3)c3ccccc32)cc1	?	12.5	?	?	-1.3	-2.4%
71	NC(=O)Cn1cc(C(=O)c2ccccc2F)c2ccccc21	66.8%[activator]	20.7	-2.9%	17.4%	-4.1	3.3%
